Bioassay records as filed in PubChem.
MEKK2 mut-MEK5: signal of MEK5 binding to mutant human MEKK2 PB1 domain. percent response, % at 10 µM. actives 0.35% (n = 290,000). bead flow cytometry, Alexa488-MEK5 binding to MEKK2 mutant; in the data active means percent response above about 24%, passing the limit was not always enough; further: inactives centre near 1; some results filed as inactive read as strong as hits; reference of the scale not given here
IDE cell inh: cellular human IDE inhibition; P14735; inhibition, % at 5.59 µM; HEK cells, FAbetaB cleavage, fluorescence polarization; actives 0.41% (n = 320,000);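 active means percent inhibition above the average of all tested compounds plus 3 SD, set per screening campaign, cut at about 16% in these data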;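 further: IDE supplied by intact live HEK cells; FP after avidin binding of uncleaved biotin substrate so inhibition keeps polarization high; 0% = DMSO wells and 100% = 60 µM reference IDE inhibitor Ii1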
IDE act: boosts human insulin-degrading enzyme activity in HEK cells | P14735 | FAbeta-B cleavage, fluorescence polarization; 0% vehicle, 100% cell-free pure enzyme wells | activation, % at 5.96 µM | actives 0.073% (n = 340,000) | AID 493087;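 active means activation above the mean of all tested compounds plus 3 SD, set per screening campaign, cut at about 17% in these data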
M18AAP inhibitor: blocks P. falciparum M18 aspartyl aminopeptidase; recombinant PfM18AAP, H-Glu-NHMec fluorogenic cleavage; inhibition, % at 7.35 µM; actives 1.2% (n = 290,000);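 active means inhibition above the campaign mean inhibition over all tested compounds plus 3 SD, cut at about 28% in these data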;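 further: 0% = plate median of test compound wells and 100% = 2 mM ZnCl2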
UBC9 SUMO inh: inhibitors of human SUMOylation (UBC9) | P63279 | AID 2006 | actives 0.36% (n = 290,000) | HTRF SUMOylation assay, SAE1/SAE2 + UBC9, in vitro | inhibition, % at 35 µM; in the data active means inhibition above about 50%, passing the limit was not always enough; further: strong numbers were not always called active
Target sequence (P63279 whole entry, looked up): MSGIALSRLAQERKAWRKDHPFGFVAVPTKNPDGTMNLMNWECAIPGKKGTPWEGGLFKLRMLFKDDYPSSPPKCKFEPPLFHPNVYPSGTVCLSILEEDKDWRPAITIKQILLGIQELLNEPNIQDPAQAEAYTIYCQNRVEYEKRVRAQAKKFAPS
NALP1 inh: NALP1 inhibition; S. cerevisiae NALP1/ASC/caspase-1 growth, X-gal OD620, 72 h; inhibition, % at 10 µM; actives 0.61% (n = 280,000); in the data active means inhibition mostly above about 24%, no sharp cut-off; inactive means mostly below about 32%; further: some compounds called inactive have numbers as strong as hits
MEKK3 PB1 HTS: raises or lowers MEK5 binding to the human MEKK3 PB1 domain | Q99759 | bead-based flow cytometry, Alexa488-MEK5 binding to MEKK3; actives lie on both sides; 0 = blocked by unlabeled MEK5, 100 = vehicle | binding response (% of control), % at 10 µM | actives 1.4% (n = 290,000);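 active means binding response more than 3 SD above or below the average of its plate-row segment, actives on both sides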;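 further: Alexa488 bead fluorescence after subtracting the streptavidin-only scavenger bead signal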
Target sequence (Q99759 whole entry, looked up, the tested form may be a part): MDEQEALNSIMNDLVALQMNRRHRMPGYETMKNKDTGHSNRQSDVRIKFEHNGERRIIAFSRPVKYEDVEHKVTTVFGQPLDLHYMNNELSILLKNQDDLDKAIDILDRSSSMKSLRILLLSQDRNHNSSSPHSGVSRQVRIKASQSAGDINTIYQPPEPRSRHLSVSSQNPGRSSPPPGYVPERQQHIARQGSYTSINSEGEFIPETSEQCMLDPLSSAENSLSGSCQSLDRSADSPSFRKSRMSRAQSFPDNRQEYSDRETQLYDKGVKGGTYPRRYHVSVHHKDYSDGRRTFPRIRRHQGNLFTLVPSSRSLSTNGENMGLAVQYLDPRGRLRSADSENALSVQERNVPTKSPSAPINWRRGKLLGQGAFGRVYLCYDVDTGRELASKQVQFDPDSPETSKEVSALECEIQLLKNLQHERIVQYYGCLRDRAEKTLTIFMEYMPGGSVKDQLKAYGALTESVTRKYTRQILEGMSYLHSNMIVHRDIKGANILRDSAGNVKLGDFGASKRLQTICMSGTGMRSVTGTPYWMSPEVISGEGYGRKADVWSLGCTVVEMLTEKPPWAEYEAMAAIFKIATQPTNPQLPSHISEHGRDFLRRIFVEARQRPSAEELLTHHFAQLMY
MEKK2wt PB1 HTS: raises or lowers MEK5 binding to wildtype human MEKK2 PB1 domain. Q9Y2U5. bead flow cytometry, Alexa488-MEK5 binding to MEKK2 WT; actives lie on both sides. binding response (% of control), % at 10 µM. actives 1.1% (n = 290,000). AID 1531; in the data active means binding response below about 67% or above about 130%
pCIP destab: p/CIP protein destabilization; AID 1984; F442A p/CIP-EGFP cells, EGFP fluorescence, 16 h; actives 0.01% (n = 290,000); decrease of EGFP signal, % at 10 µM; Q05BA5;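 active means EGFP signal decrease of at least 30% at 10 µM or well 3 SD below plate mean, unless failing retest; inactive means the rest, including hits failing retest or dose response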; further: some compounds called inactive have numbers as strong as hits; many of its hits are not listed in these tables
Active calls of the source: *; x = not tested or not shown. An excerpt (hit frequency here may not be typical).

SMILES	MEKK2 mut-MEK5	IDE cell inh	IDE act	M18AAP inhibitor	UBC9 SUMO inh	NALP1 inh	MEKK3 PB1 HTS	MEKK2wt PB1 HTS	pCIP destab
O=C(Nc1ccccc1)Nc1ccc(Br)cc1F	9	1	-1	2	8	47	99	112	-7
COc1ccc(-c2nn(-c3ccccc3)cc2/C=N/NC(N)=S)cc1OC	-1	4	-3	4	-3	15	104	99	5
Cc1cc(C)c2nc(N)sc2c1	3	1	2	2	18	37	98	98	-5
COc1ccc(CN2CCN(Cc3ccccc3F)CC2)c(OC)c1	8	4	4	-2	11	8	101	112	6
CCOC(=O)c1c(NC(=O)C2CC2)sc2c1CC(C)(C)OC2	-36	0	-6	0	16	x	81	68	-19
Cn1c(C(=O)N2CCCC(C(=O)N3CCN(C(=O)c4ccco4)CC3)C2)cc2sccc21 (stereo not drawn)	4	10	3	-9	12	8	106	103	-6
COc1ccc(CCN(Cc2nc(-c3ccccc3)no2)Cc2nc(-c3ccccc3)no2)cc1OC	0	2	1	-4	-12	-9	102	103	-4
CC(C)(C)c1ccc(C(CC(=O)O)NC(=O)Cc2ccc(Cl)cc2)cc1 (stereo not drawn)	2	5	5	-2	6	-8	103	100	-12
O=C(NCc1ccco1)c1ccc(CN2CCOCC2)cc1	-5	-1	4	4	0	-1	95	93	-6
COc1ccc(OC)c(N(CC(=O)NC2CCCC2)S(=O)(=O)c2ccc(OC)c(OC)c2)c1	8	7	-4	-3	18	12	106	111	-17
O=S(=O)(c1ccccc1)N1CCN(Cc2ccccc2)CC1	4	-11	4	-5	11	11	106	109	-5
CCCN1CCN(c2ncnc3c2nnn3Cc2ccccc2)CC1	x	1	-2	-1	4	2	x	x	-4
O=C(CCC1(C(=O)O)CCC(=O)NC1)NCc1ccccc1 (stereo not drawn)	13	-6	2	2	23	9	98	122	-11
Cc1ccc(S(=O)(=O)C2(C(=O)N3CCN(c4ccccc4F)CC3)CC2)cc1	2	0	-4	-10	-8	2	101	95	-2
CCn1c(SC)nnc1-c1c[nH]c2ccccc12	-5	1	0	4	15	6	94	98	-6
CC(C)(C)NC(=O)CN(C(=O)c1ccc(CN2CCOCC2)o1)c1ccc2c(c1)OCCO2	0	0	7	4	13	38	98	102	-6
CC(C)CCn1nnnc1CN1CCN(c2ccccc2)CC1	-28	1	18*	0	2	-1	83	84	-3
CC(=O)N/N=C/c1c(C)[nH]n(-c2ccccc2)c1=O	-12	6	1	1	-6	-13	98	83	-4
Cc1ccccc1C(=O)N(CC(=O)Nc1sc(C)c(C)c1C(N)=O)C1CCCC1	7	5	-7	2	15	-4	105	110	-10
NC(=O)C1(N2CCCCC2)CCN(CC(=O)Nc2ccccc2Sc2ccccc2)CC1	2	2	-1	-4	-9	18	101	102	-7
COC(=O)Nc1ccc(S(=O)(=O)N2CCC(C(=O)N3CCCCC3C)CC2)cc1 (stereo not drawn)	0	-6	-1	0	-1	-22	102	100	-2
CCOC(=O)c1sc(NC(=O)c2ccc(Br)o2)cc1C	4	6	1	-2	6	18	96	100	5
COC(=O)CC1=C(C(=O)OC)C(c2ccc3c(c2Cl)OCO3)C(C#N)=C(N)O1 (stereo not drawn)	7	3	-4	1	2	12	105	101	0
COc1cccc(NC(=O)CN(C)S(=O)(=O)c2ccc3c(c2)n(C)c(=O)c(=O)n3C)c1	2	-1	7	3	9	-11	100	101	11
CCCCNC(=O)CNC(=O)c1nn(-c2ccc(OC)c(Cl)c2)c(=O)c2ccccc12	0	0	2	-4	-14	23	103	106	7
CCCCOc1ccc(N2C(=O)CC(N(CCc3ccccc3)C(=O)/C=C/C(=O)O)C2=O)cc1 (stereo not drawn)	1	5	3	-2	-7	28	103	105	-5
CCc1c(C)c2c(C)nn(-c3ccccc3)c2oc1=O	3	4	0	9	12	-95	105	104	-2
Cc1ccc2[nH]c(=O)c(CC=C(Cl)Cl)c(C)c2c1	-3	-1	2	-3	4	17	86	95	-8
CCOc1ccc(/C=C/[N+](=O)[O-])c2ccccc12	-11	10	-13	22	22	29	100	79	-2
CCOC(=O)c1ccccc1NC(=O)CSc1nnc(C(C)C)n1CC	3	5	6	3	19	2	112	104	3
Cc1cc(NC(=O)CCN2CCCCC2)ccc1Br	3	-12	-1	-3	8	30	105	113	0
N=C(N)SCc1nc2ccccn2c1Br	-2	7	1	5	-19	24	88	95	-2
COc1cccc(C2C(C(=O)NCc3ccccc3)=C(C)Nc3ncnn32)c1 (stereo not drawn)	-7	4	7	-2	15	-3	100	98	-24
O=C(Nc1cccc(O)c1)c1cc(S(=O)(=O)N2CCCC2)ccc1Cl	16	4	4	3	-1	2	107	104	-13
CCN(CC)CCCNC(=S)N(Cc1cccs1)Cc1cc2cc3c(cc2[nH]c1=O)OCCO3	4	3	5	3	19	12	99	111	-2
Cc1ccc(N2CCN(CCCCN3C(=O)C4CCCN4C3=O)CC2)cc1 (stereo not drawn)	-1	-3	5	1	23	20	103	106	-12
COc1cc(-c2cccs2)cc(=O)c2c(C)oc(C)c12	-1	-1	2	16	17	0	99	94	3
CC(=O)c1ccc(NC(=S)NNC(=O)c2ccncc2)cc1	15	-6	2	11	8	7	105	109	-11
COC(=O)c1[nH]c(=O)c2ccccc2c1O	2	2	1	7	15	7	106	95	1
Nc1nncn1C(=O)CCCN1C(=O)c2ccccc2C1=O	5	5	11	44*	2	12	122*	121	11
NS(=O)(=O)c1ccc(CCNC(=O)[C@@H]2CCCN2S(=O)(=O)c2ccccc2F)cc1	-3	2	-3	3	-16	-6	99	100	3
COc1ccc(C2(c3ccc(OC)cc3)NC(=O)N(CC(=O)N(C)C)C2=O)cc1	-7	0	4	-6	-1	19	100	93	-8
O=C(NNc1ccc(-c2csnn2)cc1)c1ccccc1C(F)(F)F	-4	1	3	40*	1	-2	99	95	2
CCOc1ccc(-c2nnn(CC(=O)c3cc(OC)ccc3OC)n2)cc1	-2	4	5	-9	-6	5	101	100	-4
Cc1ccc(N(C(=O)c2nsc(Cl)c2Cl)C(C(=O)NC2CCCC2)c2ccc(O)cc2)cc1C (stereo not drawn)	0	10	5	-1	-37	9	125	103	5
O=S(=O)(/N=C(/Nc1cccc2ccccc12)c1ccccc1)c1cccs1	7	0	5	5	5	19	100	97	-26
O=C(/C=C/c1ccc(O)c(O)c1)NC(=O)c1ccccc1O	-5	-6	7	77*	-3	11	92	94	-16
COC(=O)c1cc(Nc2cc(C)c3ccc(O)cc3n2)cc(C(=O)OC)c1	-3	3	9	6	-1	x	91	95	6
Cc1c(CC(=O)O)c(=O)oc2c(C)c(OCc3nn[nH]n3)ccc12	5	2	-2	-11	26	37*	101	101	-4
Cc1cc(C)n(-c2ccc(C(=O)N3CC(C)OC(C)C3)cc2)n1 (stereo not drawn)	-7	-3	3	-20	5	-11	101	96	6
O=C1C=C(NCc2ccncc2)CC(c2ccccc2)C1 (stereo not drawn)	2	0	2	-1	12	7	100	98	-6
Cc1cccc(C(=O)Nc2ccccc2C(=O)Nc2ccc(C(=O)O)cc2)c1	3	0	9	-14	12	9	108	108	-10
CCN(Cc1ccncc1)C(=O)c1ccc2c(c1)S(=O)(=O)c1ccccc1C2=O	-1	4	-1	2	12	13	106	98	-5
Cc1cccc(OCC(=O)N/N=C/c2cccn2C)c1	9	-3	2	-2	20	x	106	102	-2
CCC(=O)Nc1cc(Cl)ccc1C(=O)O	2	-3	3	-8	0	-12	105	107	-20
O=C(O)CSc1cc(C(=O)c2cc(F)ccc2O)cn2c(=O)c3c(-c4ccccc4)csc3nc12	4	4	-5	0	62	9	99	96	-21
CCOC(=O)c1ccc(NC(=O)CCNS(=O)(=O)c2cccs2)cc1	3	1	-4	-16	4	10	101	98	-4
COc1ccc(OCCC(=O)OCC(=O)Nc2ccc(Br)cc2)cc1	1	-2	-1	-8	-20	26	94	110	5
O=C(CC1C(=O)NCCN1CC1CCCCC1)NC1(c2ccccc2)CC1 (stereo not drawn)	11	0	12	10	-5	8	101	119	5
Nc1nc(NCc2c(F)cccc2Cl)nn1-c1ccccc1	3	4	2	-1	25	0	96	99	-6

Going on with the list:
SMILES	MEKK2 mut-MEK5	IDE cell inh	IDE act	M18AAP inhibitor	UBC9 SUMO inh	NALP1 inh	MEKK3 PB1 HTS	MEKK2wt PB1 HTS	pCIP destab
COc1cc(CC(=O)Nc2sccc2C(N)=O)cc(OC)c1OC	4	2	0	9	-3	13	105	108	1
O=C(Cc1ccccc1)NNC(=O)c1ccccc1C(=O)O	0	-2	0	-3	1	-6	97	103	-10
CCOc1ccc(N(CC(=O)Nc2ccccc2C(=O)NCc2ccco2)S(C)(=O)=O)cc1	5	3	-3	0	-4	14	107	111	6
CC(=O)Nc1ccc(S(=O)(=O)N2CCC(C(N)=O)(N3CCCCC3)CC2)cc1	-7	-2	0	-13	-7	24	96	94	-9
Cc1ccc(O)c(C2=Nc3ccccc3C2(C)C)c1	0	4	8	5	10	35	98	97	12
CC1CCN(CCCNC(=O)c2cc3sccc3n2C)CC1	6	-3	0	6	10	18	96	122	9
CC1(C)CC(=O)C=C(NC2CCCCCCC2)C1	-4	9	-15	-7	7	-4	92	92	-10
O=C(CN1CCOCC1)Nc1ccc(Oc2ccccc2)cc1	3	6	-1	-5	2	3	109	110	-3
N#Cc1nc(COc2ccccc2)oc1N1CCOCC1	x	3	-2	3	-3	9	x	x	-20
Cc1cccc(N2CCN(S(=O)(=O)c3c(C)nc4scc(C)n4c3=O)CC2)c1C	-2	3	6	1	-11	-8	103	99	-5
CC(Oc1ccc(Cl)cc1Cl)C(=O)Nc1ncccn1 (stereo not drawn)	3	3	3	6	-1	8	97	94	-10
O=C(Nc1ccnn1C1CCN(Cc2c(F)cccc2Cl)CC1)C1CCCC1	3	3	3	1	x	18	107	108	9
Cc1cccc(OCC(=O)N/N=C2/SCC(=O)N2Cc2ccco2)c1	1	4	2	5	10	-2	103	103	-25
CCc1cc(CNC(=O)c2ccc3nc(Cc4ccc(OC)c(OC)c4)oc3c2)on1	-3	-3	-2	-1	x	22	93	93	-14
CCCOc1ccc(N2C(=O)CC(SC(=NCC)NCC)C2=O)cc1 (stereo not drawn)	5	-2	9	3	-6	22	103	100	-3
CCc1ccc(OCC(=O)N2CCN(c3ccccn3)CC2)c(Br)c1	6	1	1	-5	11	6	106	104	-14
CCOC(=O)C1CCN(c2c(NCCN3CCN(c4ccccc4)CC3)c(=O)c2=O)CC1	9	-2	2	3	-4	14	110	110	-7
C/C(=N\Nc1ccccn1)c1ccc2c(c1)OCO2	-1	5	-2	-2	6	2	119	112	12
CCOC(=O)C(Cc1ccccc1)NC(=O)Cn1nnc(-c2ccc(SC)cc2)n1 (stereo not drawn)	-3	0	2	2	-2	4	88	90	6

Part of the list above, with two lines to a compound:
Values run as follows: MEKK2 mut-MEK5	IDE cell inh	IDE act	M18AAP inhibitor	UBC9 SUMO inh	NALP1 inh	MEKK3 PB1 HTS	MEKK2wt PB1 HTS	pCIP destab
Cc1cccc(OCC(=O)N/N=C2/SCC(=O)N2Cc2ccco2)c1
→ 1	4	2	5	10	-2	103	103	-25
CCc1cc(CNC(=O)c2ccc3nc(Cc4ccc(OC)c(OC)c4)oc3c2)on1
→ -3	-3	-2	-1	x	22	93	93	-14
CCCOc1ccc(N2C(=O)CC(SC(=NCC)NCC)C2=O)cc1 (stereo not drawn)
→ 5	-2	9	3	-6	22	103	100	-3
CCc1ccc(OCC(=O)N2CCN(c3ccccn3)CC2)c(Br)c1
→ 6	1	1	-5	11	6	106	104	-14
